Lung fibro prol – blocks proliferation of human lung fibroblasts; LL 47 human lung fibroblast viability, ATP luminescence; stronger effect = lower value; viability, % at 10 µM; 85,000 tested, 1.1% active; AID 719;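 active = viability at or below 50% in the single dose screen; inactive = viability above 50%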;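 note: compound exposure lasted 72 h before the ATP readout; 100% = median luminescence of untreated cell-only wells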
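Benchmarks: Cell-only wells, no compound | Test system: LL 47 human lung fibroblasts, passage 12 or lower | Input: 1,150 cells/well | Measured by: CellTiter-Glo luminescence measuring cellular ATP | Medium: IMEM, 15% FBS supplement | Schedule: Overnight attachment after seeding, then 72 h compound exposure at 37 °C | Doses: Compound addition at 0.1% DMSO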
HUVEC inhibit – blocks proliferation of human endothelial cells; HUVEC proliferation, CellTiter-Glo luminescence, 72 h; stronger effect = lower value; viability, % at 10 µM (by protocol); 86,000 tested, 1.1% active; AID 648;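 active = viability at or below 30%; inactive = viability above 30%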;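 note: 100% = median luminescence of DMSO-only cell control wells on each plate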
PTPN22 act – activators of human LYP (PTPN22) phosphatase | AID 697 | Q9Y2R2 | 96,000 tested, 0.11% active | recombinant LYP, DiFMUP fluorescence; 0 = plate median, 100 = signal doubled | activation, % at 2 µM;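 active = activation at 2 µM above a set limit, the mean plus 5 SD, cut at about 37% in these data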
PostGolgi ctrl – inhibits growth of the yeast control strain | efflux-deficient yeast background strain, growth absorbance A615, 16 h | inhibition, % at 10 µM | 98,000 tested, 5% active | AID 738; in the data active = inhibition above about 30%
S1P2 blocker – antagonists of human S1P2 receptor; O95136; cell-based S1P2 antagonist assay, inhibition at 5 uM; inhibition, % at 5 µM; 97,000 tested, 0.21% active; in the data active = inhibition above about 45%;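 note: CRE beta-lactamase reporter cells expressing human S1P2 stimulated with S1P; 0% = agonist at EC80 alone and 100% = agonist plus reference antagonist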
Target sequence (O95136 whole entry, looked up): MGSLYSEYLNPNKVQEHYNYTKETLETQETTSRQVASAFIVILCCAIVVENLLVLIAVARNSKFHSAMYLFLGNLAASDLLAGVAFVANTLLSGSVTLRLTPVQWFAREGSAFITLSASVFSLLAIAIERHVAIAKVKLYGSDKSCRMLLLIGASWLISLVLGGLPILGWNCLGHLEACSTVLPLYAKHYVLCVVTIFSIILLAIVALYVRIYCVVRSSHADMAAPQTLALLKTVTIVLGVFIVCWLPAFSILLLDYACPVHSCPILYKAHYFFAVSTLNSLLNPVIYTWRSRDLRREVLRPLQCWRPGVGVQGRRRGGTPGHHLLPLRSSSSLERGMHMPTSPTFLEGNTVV
H69AR inhibit – growth inhibitors of human H69AR lung tumor cells; 85,000 tested, 6% active; H69AR lung tumor viability, ATP luminescence, 72 h; stronger effect = lower value; viability, % at 10 µM;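 active = viability at or below 40%; inactive = viability above 40%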;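 note: multidrug resistant small cell line overexpressing MRP-1 efflux transporter; 100% = mean luminescence of untreated control wells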
S1P2 agonist – agonists of human S1P2 receptor; O95136; S1P2-expressing cell line, agonist reporter read-out; activation, % at 4.5 µM; 97,000 tested, 0.46% active; in the data active = activation above about 16%;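 note: 0% = vehicle low control and 100% = maximal reference agonist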
sEH activator – activators of human soluble epoxide hydrolase | purified human sEH enzymatic activity, activator screen | 91,000 tested, 0.04% active | activation, % at 2 µM | P34913 | AID 717; in the data active = activation above about 37%; note: values of inactives mirror those of a sister screen read the other way
Target sequence (P34913 whole entry, looked up): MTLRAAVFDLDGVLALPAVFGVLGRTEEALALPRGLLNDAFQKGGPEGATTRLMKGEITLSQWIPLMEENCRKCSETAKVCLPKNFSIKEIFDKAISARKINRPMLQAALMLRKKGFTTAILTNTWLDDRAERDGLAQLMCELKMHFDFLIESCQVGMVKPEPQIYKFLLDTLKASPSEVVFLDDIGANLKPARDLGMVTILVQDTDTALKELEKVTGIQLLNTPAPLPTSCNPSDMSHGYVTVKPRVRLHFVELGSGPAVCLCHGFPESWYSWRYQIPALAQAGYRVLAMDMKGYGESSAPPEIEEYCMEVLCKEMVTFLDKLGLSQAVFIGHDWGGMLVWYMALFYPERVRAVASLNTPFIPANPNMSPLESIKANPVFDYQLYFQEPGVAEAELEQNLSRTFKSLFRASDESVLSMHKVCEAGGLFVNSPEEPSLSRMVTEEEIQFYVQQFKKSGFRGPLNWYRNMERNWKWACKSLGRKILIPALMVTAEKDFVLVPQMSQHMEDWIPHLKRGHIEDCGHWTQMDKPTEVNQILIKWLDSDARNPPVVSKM
sEH inhibitor – soluble epoxide hydrolase (human) inhibition | recombinant human sEH enzymatic activity assay | inhibition, % at 2 µM | 91,000 tested, 0.34% active | AID 707; in the data active = inhibition above about 80%; note: values of inactives mirror those of a sister screen read the other way; many of its hits are not listed in these tables
Numbers without * were called inactive; . = not tested or not shown. Only part of the results is shown. The share of hits here may be higher or lower than overall.

SMILES | Lung fibro prol | HUVEC inhibit | PTPN22 act | PostGolgi ctrl | S1P2 blocker | H69AR inhibit | S1P2 agonist | sEH activator | sEH inhibitor
Cc1ccc(S(=O)(=O)N2CCCC(C(=O)N3CCCc4ccccc43)C2)cc1 (configuration not stated) | . | . | 2 | 20 | -5 | . | -5 | -6 | 8
CCCCCn1c(CN2CCN(Cc3ccccc3)CC2)nc2c1c(=O)[nH]c(=O)n2C | 105 | 82 | -2 | 1 | 6 | 74 | -8 | -8 | 9
COCCCn1c(-c2ccccc2Cl)n[nH]c1=S | 93 | 95 | 1 | 6 | -8 | 94 | -2 | -6 | 10
O=S(=O)(NCc1ccco1)c1ccc(S(=O)(=O)N2CCCCC2)cc1 | 105 | 96 | -1 | . | 1 | 86 | -5 | 4 | -3
O=C(OCCN(C1=NS(=O)(=O)c2ccccc21)c1ccc(Cl)cc1)c1ccco1 | 96 | 111 | 10 | 15 | -21 | 64 | -4 | -6 | 5
OC(CSc1ccccc1Cl)CN1CCN(c2ccc(F)cc2)CC1 (configuration not stated) | . | . | -3 | 31* | -9 | . | -5 | -4 | 6
O=C(CCN1C(=O)c2ccccc2C1=O)N1CCN(c2ccccn2)CC1 | 99 | 120 | . | 7 | . | 96 | . | . | .
CCC(C)Nc1nc(OC(C(F)(F)F)C(F)(F)F)nc(OC(C(F)(F)F)C(F)(F)F)n1 (configuration not stated) | 92 | 106 | 11 | . | -4 | 94 | -4 | 11 | -5
COc1cc(NC(=O)CSc2nnnn2Cc2ccc3c(c2)OCO3)cc(OC)c1 | . | . | -4 | 21 | -5 | . | -4 | -20 | 19
CCC(=O)Nc1ccc(NC(=O)c2ccco2)c(OC)c1 | 102 | 101 | 3 | 8 | 0 | 105 | -4 | -4 | 4
COc1ccc(/C=N/c2c(-c3ccc(OC)cc3)nc3n2CCS3)cc1 | 100 | 88 | -15 | . | -9 | 94 | 0 | 8 | -9
CC(C)(C)n1ncc2c(=O)n(CC(=O)OCc3ccccc3)cnc21 | 91 | 94 | -3 | 1 | -1 | 90 | -3 | 0 | -1
O=S(=O)(Cc1ccccc1)N1CCn2c(nc3ccccc32)C1 | 101 | 86 | -1 | 8 | -2 | 89 | -4 | -12 | 12
COc1cc(C2N3CC4(C)CN2CC(C)(C3)C4)ccc1O (configuration not stated) | 100 | 108 | 0 | 5 | 4 | 94 | -3 | 9 | -10
CN(C)S(=O)(=O)N1CCN(C(=O)N2CCCCCC2)CC1 | 101 | 97 | -4 | 1 | -10 | 100 | -5 | 11 | -8
CCC(=O)N/C=C/n1cnc2cc(C(F)(F)F)ccc21 | 101 | 90 | -3 | 8 | 8 | 101 | 1 | 8 | -8
CCOC(=O)c1nnn(CC(=O)Nc2cc(Cl)ccc2C)c1C(=O)OCC | 97 | 84 | 11 | 15 | 8 | 91 | -5 | 7 | -6
CCC1(C)Cc2c(sc3c2c2ncnn2c2nnc(SCC(=O)NCc4ccco4)n32)CO1 (configuration not stated) | 96 | 78 | . | 6 | . | 37* | . | . | .
CCCN(CCC)CCCNS(=O)(=O)c1cc(Br)cc2c1N(C(C)=O)CC2 | . | 107 | -6 | -3 | 11 | 85 | -3 | 7 | -8
CC[C@H](C)[C@H](NS(=O)(=O)c1ccc(C)cc1)C(=O)N1CCC(C(=O)N[C@@H](C)C(=O)O)CC1 | 108 | 100 | 4 | -2 | -4 | 97 | -3 | 4 | -6
CCCCOc1ccc(-c2nnc(-c3ccco3)o2)cc1 | 106 | 115 | -4 | 6 | 14 | 93 | -12 | 4 | -5
CCN(CC)S(=O)(=O)c1cccc(-c2nc3n(n2)Cc2ccccc2-3)c1 | 102 | 50 | -8 | 24 | -7 | 61 | -2 | 17 | -18
COc1ccc(NC(=O)CSc2nc(-c3ccncc3)nn2CC(=O)N2CCCC2)cc1 | 88 | 85 | . | 0 | . | 72 | . | . | .
Cc1ccccc1NC(=O)Cc1nc(CSc2nnc(C3CCCCC3)n2N)cs1 | 91 | 89 | . | -1 | . | 88 | . | . | .
COc1ccc(Br)cc1CN1CCN(C(=O)c2cccc(OC)c2OC)CC1 | 94 | 94 | -1 | 10 | -12 | 70 | -3 | 8 | -8
COc1ccc(OCC(O)CN2CCCCCC2)cc1 (configuration not stated) | 96 | 91 | 6 | . | -9 | 86 | -6 | -6 | 4
O=C(Cn1nc(Cc2cccnc2)c2ccccc2c1=O)Nc1ccc2c(c1)OCO2 | 94 | 97 | -3 | -2 | 6 | 96 | -1 | -9 | 8
O=c1c2ccccc2nc(SCc2ccccc2Cl)n1Cc1ccccc1 | . | . | -9 | 6 | 11 | . | -6 | 0 | 1
CC(=O)Nc1nc(-c2cccs2)cs1 | 95 | 89 | 5 | 1 | 3 | 88 | -1 | 5 | -9
O=C(NCCc1ccc(Cl)cc1)C1CCN(C(=O)c2sccc2-n2cccc2)CC1 | 94 | 94 | -8 | 4 | 14 | 85 | -3 | -74 | 74
O=C(NCCCn1ccnc1)c1cn(-c2ccccc2)nc1-c1ccc(F)cc1 | 100 | 92 | 3 | -1 | 12 | 83 | -8 | -5 | 5
CC1=C2C(=O)OC(c3ccoc3)C2(C)CCC1 (configuration not stated) | 88 | 97 | 14 | 1 | 19 | 99 | 2 | -6 | 6
O=C(CN1C(=O)COc2ccccc21)NCCN1CCc2ccccc2C1 | 96 | 92 | -1 | 21 | -1 | 92 | -3 | 8 | -12
O=C(CCN1C(=O)c2ccccc2C1=O)N1CCN(Cc2ccc(Cl)cc2Cl)CC1 | 99 | 105 | . | 23 | . | 91 | . | . | .
O=C(CSc1nc2c(sc3ccccc32)c(=O)n1CCCN1CCCC1)NCC1CCCO1 (configuration not stated) | 98 | 94 | -2 | -2 | 14 | 91 | -1 | 12 | -15
Cc1cc(C)n2c(SCC(=O)N3CCN(S(=O)(=O)c4ccc(Cl)cc4)CC3)nnc2n1 | . | . | -26 | -2 | 18 | . | -5 | . | .
O=C(c1ccc2nc(-c3ccco3)c(-c3ccco3)nc2c1)N1CCN(c2ccccc2)CC1 | 98 | 60 | -3 | 14 | -12 | 94 | -4 | 4 | -2
COc1ccc(S(=O)(=O)N2CCCCCC2)cc1C(=O)OCC(=O)NCC(C)C | . | . | 0 | 6 | 3 | . | 2 | 0 | 2
COCC(=O)Nc1nnc(SCC(=O)NCc2cccs2)s1 | 96 | 94 | 7 | 8 | -4 | 106 | -7 | 4 | -2
C=CCc1ccccc1OCC(O)CN1CCN(Cc2ccc3c(c2)OCO3)CC1 (configuration not stated) | 93 | 85 | -3 | 45* | 12 | 76 | -10 | 2 | 4

Next part; it opens with the 2 that closed the last part.
SMILES | Lung fibro prol | HUVEC inhibit | PTPN22 act | PostGolgi ctrl | S1P2 blocker | H69AR inhibit | S1P2 agonist | sEH activator | sEH inhibitor
COCC(=O)Nc1nnc(SCC(=O)NCc2cccs2)s1 | 96 | 94 | 7 | 8 | -4 | 106 | -7 | 4 | -2
C=CCc1ccccc1OCC(O)CN1CCN(Cc2ccc3c(c2)OCO3)CC1 (configuration not stated) | 93 | 85 | -3 | 45* | 12 | 76 | -10 | 2 | 4
Cc1ccccc1OCc1nc(-c2ccccc2)no1 | 108 | 95 | 4 | 12 | -16 | 96 | -3 | 13 | -13
Cc1cc2cc(CNC(=O)c3ccc(S(=O)(=O)N4CCOCC4)cc3)ccc2n1C | 104 | 94 | -10 | 17 | 13 | 97 | -4 | -41 | 40
COc1ccc(C(CNC(=O)c2ccc(-n3cnnn3)cc2)N2CCOCC2)cc1 (configuration not stated) | 97 | 90 | -9 | 25 | 13 | 104 | -5 | 4 | 0
Cc1cc(/C=C(/C#N)c2nc3ccccc3[nH]2)c(C)n1-c1cccc([N+](=O)[O-])c1 | 85 | 72 | -5 | 10 | -13 | 64 | 30* | -3 | 2
Cc1ccc(C)c(N2CCN(C(=O)Cc3cn(C)c4ccccc34)CC2)c1 | 97 | 82 | -4 | 15 | -9 | 69 | -3 | 0 | 1
Cc1cc(C)c2c(N)c(C(=O)N3CCCCCC3)sc2n1 | 114 | 101 | -5 | 3 | 8 | 90 | -2 | 23 | -19
COc1ccc(N/C=C/C(=O)c2ccc(C)cc2)c([N+](=O)[O-])c1 | . | . | 2 | . | 18 | . | -7 | -4 | 5
COCC(C)NC(=O)c1noc2c1CCc1cc(OC)ccc1-2 (configuration not stated) | 105 | 110 | . | 11 | . | 108 | . | . | .
COC(=O)c1cc(OC)c(OC)c(OC)c1N | 94 | 88 | . | -10 | . | 100 | . | . | .
Cn1nnnc1SCC(=O)Nc1nc(-c2ccccc2)c(-c2ccccc2)o1 | 89 | 60 | -4 | 25 | -9 | 88 | -6 | -20 | 22
CCOCC(=O)Nc1nc2ccc(C)cc2s1 | 90 | 80 | 10 | 2 | 0 | 40 | -4 | -4 | 7
C=CCn1c(NC(=O)c2ccccc2Cl)c(C#N)c2nc3ccccc3nc21 | 111 | 64 | -2 | 14 | -20 | 57 | 6 | 6 | -7
COc1ccccc1C1C(C(=O)c2cc3ccccc3o2)=C(O)C(=O)N1CCN(C)C (configuration not stated) | 104 | 95 | 10 | -2 | 15 | 102 | -8 | . | .
COc1ccccc1NC(=S)NC(=O)CCCOc1ccc(Cl)cc1Cl | . | . | 0 | 8 | -25 | . | -2 | 16 | -14
O=C(c1ccco1)[C@@H]1[C@@H]2C(=O)N(c3ccc(Br)cc3)C(=O)[C@@H]2C2c3ccccc3C=CN21 (some centres not stated) | 102 | 98 | 1 | . | 4 | 109 | -1 | 0 | -1
C=CCNC(=S)N1CCC(C(=O)c2ccc(OC)cc2)CC1 | . | . | 4 | 1 | 14 | . | -4 | 18 | -13

Compounds shown so far that have an aryl thioether with sulfur outside any ring:
SMILES | Lung fibro prol | HUVEC inhibit | PTPN22 act | PostGolgi ctrl | S1P2 blocker | H69AR inhibit | S1P2 agonist | sEH activator | sEH inhibitor
OC(CSc1ccccc1Cl)CN1CCN(c2ccc(F)cc2)CC1 (configuration not stated) | . | . | -3 | 31* | -9 | . | -5 | -4 | 6
COc1cc(NC(=O)CSc2nnnn2Cc2ccc3c(c2)OCO3)cc(OC)c1 | . | . | -4 | 21 | -5 | . | -4 | -20 | 19
CCC1(C)Cc2c(sc3c2c2ncnn2c2nnc(SCC(=O)NCc4ccco4)n32)CO1 (configuration not stated) | 96 | 78 | . | 6 | . | 37* | . | . | .
COc1ccc(NC(=O)CSc2nc(-c3ccncc3)nn2CC(=O)N2CCCC2)cc1 | 88 | 85 | . | 0 | . | 72 | . | . | .
Cc1ccccc1NC(=O)Cc1nc(CSc2nnc(C3CCCCC3)n2N)cs1 | 91 | 89 | . | -1 | . | 88 | . | . | .
O=c1c2ccccc2nc(SCc2ccccc2Cl)n1Cc1ccccc1 | . | . | -9 | 6 | 11 | . | -6 | 0 | 1
O=C(CSc1nc2c(sc3ccccc32)c(=O)n1CCCN1CCCC1)NCC1CCCO1 (configuration not stated) | 98 | 94 | -2 | -2 | 14 | 91 | -1 | 12 | -15
Cc1cc(C)n2c(SCC(=O)N3CCN(S(=O)(=O)c4ccc(Cl)cc4)CC3)nnc2n1 | . | . | -26 | -2 | 18 | . | -5 | . | .
COCC(=O)Nc1nnc(SCC(=O)NCc2cccs2)s1 | 96 | 94 | 7 | 8 | -4 | 106 | -7 | 4 | -2
Cn1nnnc1SCC(=O)Nc1nc(-c2ccccc2)c(-c2ccccc2)o1 | 89 | 60 | -4 | 25 | -9 | 88 | -6 | -20 | 22

Screening results: PubChem BioAssay, several laboratories
